Screens as filed in PubChem.
CHRM4 antagonist = antagonists of human muscarinic M4 receptor (CHRM4) | P08173 | CHO-hM4 cells, ACh EC80, Fluo-8 calcium fluorescence | inhibition, % at 3 µM | 360,000 compounds, 0.73% hits;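 active = inhibition above its plate's cutoff, the mean inhibition of sample wells plus 3 SD, cut at about 27% in these data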;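 also: 0% = acetylcholine EC80 with DMSO and 100% = DMSO without agonist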
Target sequence (P08173 whole entry, looked up): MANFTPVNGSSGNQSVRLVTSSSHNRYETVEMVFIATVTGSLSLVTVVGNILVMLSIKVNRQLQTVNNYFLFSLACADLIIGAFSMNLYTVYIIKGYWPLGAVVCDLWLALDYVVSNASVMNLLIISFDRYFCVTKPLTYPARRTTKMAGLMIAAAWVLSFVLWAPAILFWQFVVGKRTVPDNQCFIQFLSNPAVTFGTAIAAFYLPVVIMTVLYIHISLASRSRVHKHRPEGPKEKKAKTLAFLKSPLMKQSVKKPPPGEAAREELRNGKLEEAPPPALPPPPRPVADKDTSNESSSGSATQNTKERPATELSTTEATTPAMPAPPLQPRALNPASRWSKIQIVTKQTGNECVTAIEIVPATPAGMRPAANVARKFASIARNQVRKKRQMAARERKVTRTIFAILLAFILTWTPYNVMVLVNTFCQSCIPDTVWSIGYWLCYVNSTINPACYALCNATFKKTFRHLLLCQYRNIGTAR
CHO-K1 Ca antag = counter-screen for M1 antagonists: effect in parental CHO-K1 cells; inhibition, % at 3 µM; 360,000 compounds, 0.6% hits; AID 602250; ATP-induced calcium, Fluo-8 fluorescence;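 active = inhibition above a per-plate cutoff, the plate's mean sample inhibition plus 3 SD, cut at about 24% in these data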;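 also: 0% = DMSO plus EC80 ATP and 100% = DMSO alone without ATP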
OXTR potentiator = human OXTR potentiation. activation, % at 3 µM. 320,000 compounds, 0.061% hits. CHO-OTR cells, Fluo-8 calcium fluorescence, potentiator mode; 0% = oxytocin EC15, 100% = EC100. P30559;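 active = activation above that plate's cutoff, the mean activation of tested compounds plus 3 SD, cut at about 6.6% in these data, passing the limit was not always enough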;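 also: 100% uses oxytocin at 75 nM as the full agonist control; some results filed as inactive read as strong as hits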
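System: human OTR in CHO cells; Also added: sub-maximal oxytocin, roughly EC15; Timing: compound 6 min at room temperature before oxytocin, 100 s read; Technique: Fluo-8 intracellular calcium fluorescence, ex 470-495, em 515-575 nm; Controls: oxytocin EC15 low and EC100 high; Replication: singlicate.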
CHRM4 agonist = agonists of human muscarinic M4 receptor (CHRM4) | activation, % at 3 µM | CHO-K1 hM4/Gqi5, Fluo-8 calcium fluorescence; vehicle 0%, full acetylcholine response 100% | 360,000 compounds, 0.14% hits;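 active = activation above the run mean over all test wells plus 3 SD, cut at about 32% in these data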;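 also: peak over basal fluorescence ratio per well then scaled between controls; 0% = DMSO wells and 100% = acetylcholine at EC100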
CHO parental Ca = counter-screen for OX1R antagonists: effect in parental CHO cells; parental CHO-K1, ATP-induced calcium, Fluo-8 fluorescence; inhibition, % at 5.6 µM; 330,000 compounds, 0.63% hits; AID 463079;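 active = inhibition above that plate's mean sample inhibition plus 3 SD, cut at about 26% in these data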;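 also: 0% = ATP-challenged DMSO wells and 100% = DMSO wells without ATP; some compounds past the cut are filed as inactive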
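Assay system – parental CHO cells · Reagent – ATP stimulus · Detection – intracellular calcium via Fluo-8 no-wash fluorescent dye · Evaluation – percent inhibition of ATP-evoked calcium rise, normalized to controls · Controls – ATP wells versus no-ATP DMSO wells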
CHRM1 PAM = human CHRM1 positive allosteric modulation | P11229 | CHO-K1 hM1, Fluo-8 calcium fluorescence, ACh EC20; 0% = ACh EC20, 100% = maximal ACh | activation, % at 3 µM | 360,000 compounds, 0.088% hits; in the data active = activation above about 19%, passing the limit was not always enough
Target sequence (P11229 whole entry, looked up): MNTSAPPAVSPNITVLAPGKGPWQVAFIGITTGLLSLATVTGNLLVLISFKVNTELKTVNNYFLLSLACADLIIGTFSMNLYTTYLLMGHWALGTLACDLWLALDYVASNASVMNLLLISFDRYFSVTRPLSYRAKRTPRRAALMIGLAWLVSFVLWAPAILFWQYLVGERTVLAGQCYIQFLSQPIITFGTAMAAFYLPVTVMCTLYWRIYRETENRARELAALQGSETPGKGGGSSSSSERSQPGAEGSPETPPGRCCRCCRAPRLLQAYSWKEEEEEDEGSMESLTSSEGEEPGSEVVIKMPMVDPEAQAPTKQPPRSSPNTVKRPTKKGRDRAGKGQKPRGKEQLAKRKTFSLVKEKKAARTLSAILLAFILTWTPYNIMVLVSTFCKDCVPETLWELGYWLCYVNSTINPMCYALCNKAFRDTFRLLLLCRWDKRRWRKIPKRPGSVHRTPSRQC
M1 ag parental = M1 agonist counterscreen hit in parental CHO-K1 cells; 360,000 compounds, 0.48% hits; activation, % at 3 µM; Fluo-8 calcium fluorescence; scaled to maximal ATP response, vehicle zero; AID 602248; in the data active = activation above about 15%;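 also: untransfected CHO-K1 host cells lacking M1 receptor as counterscreen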
M1 antag = antagonists of human M1 muscarinic receptor. CHO-K1 hM1, Fluo-8 calcium fluorescence, ACh EC80 antagonist. 360,000 compounds, 1.3% hits. P11229. inhibition, % at 3 µM;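 active = percent inhibition above its own plate's cutoff, namely the mean of that plate's compound wells plus 3 SD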;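 also: peak over basal fluorescence ratio during 140 s after agonist addition; 0% = ACh EC80 plus DMSO and 100% = DMSO alone without agonist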
M1 ag = agonists of human M1 muscarinic receptor; P11229; CHO-K1 hM1, Fluo-8 calcium fluorescence, agonist mode; 0% DMSO, 100% acetylcholine EC100; activation, % at 3 µM; 360,000 compounds, 0.33% hits; AID 588814;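 active = activation above the run's mean compound activation plus 3 SD, cut at about 16% in these data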;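 also: peak over basal fluorescence ratio within a 140 s kinetic read after compound addition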
Active calls of the source: *; . = not tested or not shown; & = joins results of further samples.

The opening three compounds (preview)
SMILES | CHRM4 antagonist | CHO-K1 Ca antag | OXTR potentiator | CHRM4 agonist | CHO parental Ca | CHRM1 PAM | M1 ag parental | M1 antag | M1 ag
S=c1[nH]ccn1Cc1ccccc1 | -0.8 | -12.1 | 8.5 | 13.0 | -1.0 | 1.7 | 3.3 | 0.6 | -3.8
Cc1ccc2nc(SCC(=O)Nc3cccc(F)c3)nc(=O)n2c1 | 2.8 | -6.0 | -9.1 | 6.2 | 1.8 | -3.1 | 5.9 | 7.0 | -0.2
O=C(N/N=C/c1c(F)cccc1Cl)C(=O)N1CCCCCC1 | 4.8 | 1.8 | -4.0 | 0.4 | -17.3 | 15.2 | 1.0 | -14.2 | 1.9

The whole of this part, repeating the preview:
SMILES | CHRM4 antagonist | CHO-K1 Ca antag | OXTR potentiator | CHRM4 agonist | CHO parental Ca | CHRM1 PAM | M1 ag parental | M1 antag | M1 ag
S=c1[nH]ccn1Cc1ccccc1 | -0.8 | -12.1 | 8.5 | 13.0 | -1.0 | 1.7 | 3.3 | 0.6 | -3.8
Cc1ccc2nc(SCC(=O)Nc3cccc(F)c3)nc(=O)n2c1 | 2.8 | -6.0 | -9.1 | 6.2 | 1.8 | -3.1 | 5.9 | 7.0 | -0.2
O=C(N/N=C/c1c(F)cccc1Cl)C(=O)N1CCCCCC1 | 4.8 | 1.8 | -4.0 | 0.4 | -17.3 | 15.2 | 1.0 | -14.2 | 1.9
CCOc1ccc(-c2nnc(NC(=O)c3ccc(OCC(C)C)c(OC)c3)o2)cc1 | 8.6 | -0.3 | -2.4 | 0.7 | -11.3 | 4.5 | 0.1 | -4.3 | -2.5
CCOC(=O)N1CCN(S(=O)(=O)c2ccc(C(=O)Nc3sc4c(c3C#N)CC(C)(C)NC4(C)C)cc2)CC1 | 10.7 | -15.7 | -1.0 | 0.8 | -7.5 | -0.1 | 1.4 | 2.2 | -6.4
Cc1cc(C)c2oc(-c3cccc(NC(=O)c4ccc(F)cc4)c3)nc2c1 | 8.5 | -13.1 | 1.0 | -0.2 | -11.8 | 6.7 | 1.1 | -7.0 | -4.9
COc1ccc(-c2cccc(C(=O)Nc3ccccc3C)c2)cc1 | -4.1 | -3.3 | -1.8 | -0.3 | -14.3 | 4.5 | -0.2 | -11.5 | -5.4
C#CCOc1nc(C)cc(C)c1S(=O)(=O)c1ccccc1C | -1.8 | 10.1 | 5.9 | -1.1 | -7.9 | 0.3 | -0.3 | 2.5 | -10.7
COc1ccc(C(C)=O)cc1COC(=O)c1ccc2c(c1)OCO2 | -1.5 | -8.9 | -6.8 | 0.3 | -16.1 | 3.5 | 0.5 | 1.6 | -2.1
CCOC(=O)c1ccc(NC(=O)N2CCN(Cc3cccc(F)c3)CC2)cc1 | 6.0 | -8.6 | -4.2 | 1.4 | 0.1 | -4.7 | 2.4 | 13.6 | -7.4
CN1C(=O)c2ccc(C(=O)NC3CCCCC3)cc2C1=O | -9.4 | -3.7 | -9.8 | 7.3 | -12.8 | -0.2 | 1.6 | 0.6 | -1.5
CCN1CCN(C(=O)CSCc2nc(-c3ccc(OC)c(OC)c3)oc2C)CC1 | -1.8 | 0.7 | -3.4 | 0.3 | -8.3 | 12.9 | 0.6 | -23.4 | -9.8
CCCC(=O)N1CCN(c2ccc(NC(=O)c3ccc(N4CCCC4)c([N+](=O)[O-])c3)cc2Cl)CC1 | 0.2 | 19.4 | -3.2 | 0.4 | -2.9 | -0.2 | -0.1 | -13.3 | -2.3
Cc1sc(NC(=O)CSc2nnc(-c3ccccc3)o2)c(C#N)c1C | 0.2 | -4.1 | -2.9 | -0.2 | -12.5 | 10.3 | 0.7 | -8.4 | -0.2
Cc1cc(C)n(C(=O)CNC(=O)C2COc3ccccc3O2)n1 (stereo not drawn) | -1.9 | 1.3 | -10.2 | -0.1 | -2.6 | 6.9 | -0.3 | -10.4 | -1.4
Cc1ccc(S(=O)(=O)NC(=O)Nc2cccc(S(=O)(=O)N(C)C)c2)cc1 | 3.0 | 1.0 | -2.9 | 1.8 | -7.5 | -11.3 | -0.3 | 24.2 | -4.0
CCOC(=O)N1CCC(NC(=O)c2ccc3c(c2)N(Cc2ccc(C)cc2)CCS3)CC1 | -19.8 | 3.5 | -2.2 | 0.0 | -13.5 | -2.1 | -0.3 | -4.9 | -6.0
O=S(=O)(NC1CCCCC1)c1ccc(Cl)s1 | 7.1 | 5.6 | -1.6 | 2.7 | -9.4 | 7.3 | -0.9 | 4.6 | -2.5
COc1cc(-c2cc(OC)c3c(C)oc(C)c3c(=O)c2)ccc1O | -2.3 | 2.5 | -0.5 | 2.1 | -14.4 | -7.5 | 0.0 | -8.9 | -3.4
COc1ccc(-c2nn(-c3ccccc3)cc2/C=N/n2cnnc2)cc1OC | 1.2 | 15.7 | -5.2 | 2.3 | -9.6 | -2.0 | 0.6 | 7.9 | -4.9
O=C(Nc1cc(S(=O)(=O)N2CCCCC2)ccc1Cl)c1ccc(F)cc1 | -4.8 | 0.3 | -6.2 | 0.6 | -30.8 | 4.5 | 0.1 | -3.9 | -4.0
CCN(CC)CCCNC(=O)c1nn2c(C(F)(F)F)cc(-c3ccccc3)nc2c1Cl | -10.9 | -7.9 | . | -2.1 | . | 2.0 | -1.2 | -14.2 | -10.0
Cc1nc(N)sc1N=Nc1ccc(Br)cc1 | -0.5 | -7.4 | 0.3 | 0.5 | 8.2 | 12.0 | 0.4 | -2.2 | -1.2
CCc1nc2ccc(C(=O)N3CCN(S(=O)(=O)CC)CC3)cn2c1N(CC)C(=O)NCCc1ccccc1 | 3.9 | -13.9 | . | 1.3 | . | 9.1 | 0.0 | -17.5 | -3.2
CCS(=O)(=O)N1CCC(C(=O)NCc2ccc(OC)cc2)CC1 | -3.1 | -10.4 | 4.3 | 1.3 | -0.9 | 13.0 | 1.4 | -11.8 | 0.7
CC1C/C(=N/Nc2nc3ccccc3[nH]2)CC(C)(C)C1 (stereo not drawn) | -1.3 | -2.8 | 8.1 | 0.2 | -17.8 | 1.3 | 0.1 | 2.2 | -9.3
O=C(NCc1ccc(F)cc1)c1cc(S(=O)(=O)N2CCCCC2)ccc1Cl | -6.2 | -2.0 | -5.7 | 2.0 | -17.2 | 0.0 | 0.8 | -1.9 | -4.2
O=C(O)C1=C[C@H](c2ccc(C(F)(F)F)cc2)C[C@H](OCCCCO)O1 | 6.6 | -13.8 | -3.2 | 3.2 | 1.6 | 4.6 | 0.6 | -4.1 | -3.6
CCOc1ccc(S(=O)(=O)Nc2cc(S(=O)(=O)N(CC)CC)ccc2N2CCCC2)cc1 | -1.2 | 17.7 | -9.8 | -2.9 | -19.5 | -1.2 | -0.4 | -1.8 | -4.6
CCOC(=O)N/N=C(\C)c1ccc(Oc2ncccn2)cc1 | -7.4 | -0.8 | -14.5 | 0.4 | 2.7 | 0.5 | -0.9 | -4.1 | -1.1
Cc1ccc(OC(=O)C(C)c2cccc(C(=O)c3ccccc3)c2)cc1 (stereo not drawn) | -1.6 | -27.6 | -12.0 | 0.5 | 9.4 | 3.9 | -0.2 | -26.0 | -3.8
COc1ccc(CCN2C(=O)/C(=C\c3ccco3)SC2=S)cc1OC | -4.6 | 19.8 | . | 1.7 | . | -5.5 | -0.1 | 0.4 | -6.0
CN(C)c1ccc(S(=O)(=O)NCC(=O)N2CCN(S(=O)(=O)c3cccc(F)c3)CC2)cc1[N+](=O)[O-] | -9.8 | -26.9 | . | 9.1 | . | 5.9 | 4.6 | -9.2 | -3.1
O=S(=O)(c1ccc(Cl)nc1)N1CCN(c2ncccn2)CC1 | 6.2 | -3.0 | -0.2 | 0.2 | -5.8 | 2.6 | -0.1 | -2.7 | -3.6
CN(C)c1ccc(-c2ccc([C@H]3[C@@H]4C=CCC[C@@]4(C)C(=O)N3Cc3ccccc3)c(F)c2)cc1 | -0.6 | -12.2 | -1.2 | 1.4 | -19.2 | 0.9 | 0.0 | -2.0 | -3.8
COc1ccc(C2/C=C\CN(C(=O)OCC3c4ccccc4-c4ccccc43)CC(=O)N2Cc2cccc(F)c2)cc1 (stereo not drawn) | -4.1 | 7.8 | . | 0.8 | -24.3 | 15.4 | 0.0 | -25.0 | -0.9
O=c1c(F)cn(C2CCCO2)c(=O)n1Cc1ccccc1F (stereo not drawn) | 1.9 | -6.2 | -3.6 | 0.6 | 6.2 | -1.4 | 0.3 | 6.8 | -7.2
Cc1cccn2c(=O)c3cc(C(=O)NC4CCCCC4)c(=N)n(Cc4ccc(F)cc4)c3nc12 | 2.5 | -16.8 | -7.1 | 0.6 | -8.8 | 3.4 | 0.1 | -10.9 | -4.7
COc1ccc(NC(=O)CN2CCN(c3c(C)cccc3C)CC2)cc1 | -13.9 | -11.8 | -23.8 | 2.9 | -47.8 | -4.4 | 1.3 | 4.3 | -5.5
Cc1cnn(C(=O)c2oc3ccccc3c2C)c1 | -4.4 | 10.1 | -0.2 | 0.4 | -1.8 | 4.5 | 0.0 | -9.0 | -4.9
COc1cc(Nc2ccc(C(=O)O)cc2[N+](=O)[O-])cc(OC)c1 | 3.0 | -6.5 | -0.1 | 0.0 | -3.2 | -7.8 | -0.3 | 12.6 | -0.7
CC(C)(C)C(=O)Nc1ccc2c(c1)-c1cc(NC(=O)C(C)(C)C)ccc1C2 | -3.4 | -12.5 | -2.4 | 2.6 | -0.6 | 3.2 | 0.9 | -9.6 | -0.6
CN(C(=O)c1cccc(NC(=O)Cc2ccc(NC(=O)C3CCCN(S(=O)(=O)c4cccc([N+](=O)[O-])c4)C3)cc2)c1)C1CCCC1 (stereo not drawn) | 1.6 | -11.0 | . | -0.6 | . | 4.3 | 0.8 | -4.9 | -3.1
O=C(CCC(=O)Nc1ccc(Cl)cc1Cl)NNC(=O)Nc1ccccc1 | -5.0 | 12.5 | 0.1 | 0.7 | -17.0 | 0.5 | -0.1 | 6.5 | -5.5
O=c1[nH]c2ccc(S(=O)(=O)Nc3ccc(-c4nnc5n4CCCCC5)cc3)cc2o1 | 2.3 | 4.1 | -4.3 | 0.2 | -5.4 | 0.3 | 0.3 | 4.9 | -1.5
CCOC(=O)c1cnc(SCc2nc(N)nc(Nc3ccc(C)cc3)n2)nc1N | -0.3 | -7.6 | 2.1 | 2.1 | -39.5 | -4.5 | -0.1 | 0.8 | -3.6
COc1cc2c(cc1OC)-c1cc(Nc3ccccc3C)nc(=O)n1CC2 | -0.8 | -7.8 | -5.5 | 16.6 | -10.7 | -2.9 | 4.1 | 8.0 | -4.9
CCOC(=O)CSc1nc2ccccc2c(=O)n1CCC(=O)NCCc1ccc(OC)c(OC)c1 | -3.5 | -2.1 | -3.5 | 1.5 | -8.5 | 9.2 | -0.1 | -3.7 | -2.4
COC(=O)C1=C(C)NC(C)=C(C(=O)OC)C1C(=O)OC(C)C(=O)c1ccccc1 (stereo not drawn) | 11.7&5.0 | -13.0&7.2 | -8.5&-12.9 | 15.8&9.2 | -7.6&-4.3 | -8.3&-6.0 | 6.1&4.9 | 22.4&6.7 | -3.4&-4.9
